Source: PubChem BioAssay (several laboratories)
SUMO HTRF inh – inhibitors of human SUMOylation (UBC9); P63279; HTRF SUMOylation assay, SAE1/SAE2 + UBC9, in vitro; inhibition, % at 35 µM; actives 0.36% (n = 290,000); AID 2006; in the data active = inhibition above about 50%, passing the limit was not always enough; also: strong numbers were not always called active
M18AAP inhibitor – PfM18AAP enzyme inhibition; actives 1.2% (n = 290,000); AID 1822; recombinant PfM18AAP, H-Glu-NHMec fluorogenic cleavage; inhibition, % at 7.35 µM;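 active = inhibition above the campaign mean inhibition over all tested compounds plus 3 SD, cut at about 28% in these data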;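 also: 0% = plate median of test compound wells and 100% = 2 mM ZnCl2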
MEKK2 WT-MEK5 – raises or lowers MEK5 binding to wildtype human MEKK2 PB1 domain. Q9Y2U5. actives 1.1% (n = 290,000). binding response (% of control), % at 10 µM. bead flow cytometry, Alexa488-MEK5 binding to MEKK2 WT; actives lie on both sides; in the data active = binding response below about 67% or above about 130%
MEKK2mut PB1 HTS – signal of MEK5 binding to mutant human MEKK2 PB1 domain | bead flow cytometry, Alexa488-MEK5 binding to MEKK2 mutant | percent response, % at 10 µM | actives 0.35% (n = 290,000); in the data active = percent response above about 24%, passing the limit was not always enough; also: inactives centre near 1; some results filed as inactive read as strong as hits; reference of the scale not given here
MEKK3 PB1 HTS – MEKK3-MEK5 PB1 interaction, increase or decrease; actives 1.4% (n = 290,000); Q99759; bead-based flow cytometry, Alexa488-MEK5 binding to MEKK3; actives lie on both sides; 0 = blocked by unlabeled MEK5, 100 = vehicle; AID 1529; binding response (% of control), % at 10 µM;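 active = binding response more than 3 SD above or below the average of its plate-row segment, actives on both sides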;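 also: Alexa488 bead fluorescence after subtracting the streptavidin-only scavenger bead signal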
p-CIP stab down – compounds decreasing mouse p/CIP protein stability | actives 0.01% (n = 290,000) | F442A p/CIP-EGFP cells, EGFP fluorescence, 16 h | decrease of EGFP signal, % at 10 µM | AID 1984 | Q05BA5;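 active = EGFP signal decrease of at least 30% at 10 µM or well 3 SD below plate mean, unless failing retest; inactive = the rest, including hits failing retest or dose response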; also: some compounds called inactive have numbers as strong as hits; many of its hits are not listed in these tables
NALP1 yeast inh – inhibitors of NALP1 inflammasome in yeast; inhibition, % at 10 µM; S. cerevisiae NALP1/ASC/caspase-1 growth, X-gal OD620, 72 h; AID 2071; actives 0.61% (n = 280,000); in the data active = inhibition mostly above about 24%, no sharp cut-off; inactive = mostly below about 32%; also: some compounds called inactive have numbers as strong as hits
IDE cell activ – activators of human insulin-degrading enzyme in cells; P14735; HEK cells, FAbeta-B cleavage, fluorescence polarization; 0% vehicle, 100% cell-free pure enzyme wells; activation, % at 5.96 µM; actives 0.073% (n = 340,000); AID 493087;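 active = activation above the mean of all tested compounds plus 3 SD, set per screening campaign, cut at about 17% in these data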
Target sequence (P14735 whole entry, looked up): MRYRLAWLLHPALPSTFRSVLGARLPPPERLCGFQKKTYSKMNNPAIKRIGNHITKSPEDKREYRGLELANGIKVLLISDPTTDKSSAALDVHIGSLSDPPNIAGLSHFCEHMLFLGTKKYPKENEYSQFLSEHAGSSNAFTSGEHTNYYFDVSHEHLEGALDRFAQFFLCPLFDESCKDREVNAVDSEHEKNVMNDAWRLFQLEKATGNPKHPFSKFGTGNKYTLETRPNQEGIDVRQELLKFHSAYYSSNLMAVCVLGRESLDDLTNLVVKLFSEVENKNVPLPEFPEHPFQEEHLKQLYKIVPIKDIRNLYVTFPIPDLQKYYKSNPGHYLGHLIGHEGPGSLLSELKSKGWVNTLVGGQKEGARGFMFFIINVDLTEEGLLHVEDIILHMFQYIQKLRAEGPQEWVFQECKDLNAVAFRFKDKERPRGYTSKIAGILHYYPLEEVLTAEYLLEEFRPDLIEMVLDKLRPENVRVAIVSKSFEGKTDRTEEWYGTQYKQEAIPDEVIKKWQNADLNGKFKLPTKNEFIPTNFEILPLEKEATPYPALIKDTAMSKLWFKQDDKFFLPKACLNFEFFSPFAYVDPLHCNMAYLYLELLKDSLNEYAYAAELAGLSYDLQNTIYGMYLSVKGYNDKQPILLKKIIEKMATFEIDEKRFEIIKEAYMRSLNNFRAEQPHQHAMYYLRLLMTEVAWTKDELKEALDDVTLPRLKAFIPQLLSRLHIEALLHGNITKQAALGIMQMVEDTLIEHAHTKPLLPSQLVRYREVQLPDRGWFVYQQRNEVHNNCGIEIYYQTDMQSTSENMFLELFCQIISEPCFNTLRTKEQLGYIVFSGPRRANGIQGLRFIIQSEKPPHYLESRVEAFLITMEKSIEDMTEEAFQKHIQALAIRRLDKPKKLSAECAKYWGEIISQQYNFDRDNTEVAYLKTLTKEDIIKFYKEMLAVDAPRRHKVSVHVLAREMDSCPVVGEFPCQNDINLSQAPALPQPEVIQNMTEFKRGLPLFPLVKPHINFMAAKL
IDE cell inh – inhibits human insulin-degrading enzyme in HEK cells; actives 0.41% (n = 320,000); P14735; FAbetaB cleavage, fluorescence polarization; inhibition, % at 5.59 µM;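 active = percent inhibition above the average of all tested compounds plus 3 SD, set per screening campaign, cut at about 16% in these data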;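 also: IDE supplied by intact live HEK cells; FP after avidin binding of uncleaved biotin substrate so inhibition keeps polarization high; 0% = DMSO wells and 100% = 60 µM reference IDE inhibitor Ii1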
* hit, by the source's call; x = no result given. These rows are one share of the data (hit frequency here may not be typical).

SUMO HTRF inh	M18AAP inhibitor	MEKK2 WT-MEK5	MEKK2mut PB1 HTS	MEKK3 PB1 HTS	p-CIP stab down	NALP1 yeast inh	IDE cell activ	IDE cell inh	Molecule
13	x	99	2	89	0	x	-4	3	C[C@H](NC(=O)OCc1ccccc1)C(=O)NNC(=O)[C@H](Cc1ccccc1)NC(=O)OC(C)(C)C
-7	-1	98	2	96	12	6	4	-2	FC(F)(F)c1cccc(-c2noc(CN3CCOCC3)n2)c1
5	-10	106	1	104	-15	14	5	6	COc1ccc(C(=O)c2coc(-c3ccccc3C(=O)O)c2C(=O)O)cc1
-2	2	96	0	96	-14	3	7	0	Cn1cc(CCC(=O)NC2CC2)c2ccccc21
-7	-3	104	2	116	-14	-20	5	1	Cc1ccc(OCC(=O)NNC(=O)CSc2nnc(-c3ccc(C)cc3)n2C)cc1
23	1	98	10	98	-16	9	1	1	O=C(NC(C(=O)N1CCCC1C(=O)O)=C1CCCCC1)c1ccccc1 (stereo not given)
2	3	100	-11	109	1	-2	4	5	CC(C)Cc1cc(CN2CCC(CO)(Cc3cccc(C(F)(F)F)c3)CC2)[nH]n1
3	-9	92	-7	103	-13	-11	-3	0	O=C(COC(=O)c1cccs1)Nc1cc(S(=O)(=O)N2CCOCC2)ccc1Cl
2	1	102	-7	100	-12	x	7	2	O=C(c1ccc(-n2cccn2)cc1)N1CCc2ccccc2C1
-4	-6	97	-2	101	-2	0	3	-3	Cc1nnc(SCC(=O)N(Cc2ccccc2)C(C)(C)C)[nH]c1=O
-23	-1	97	8	98	-14	19	-1	1	CC(C)[C@H](NC(=O)c1ccccc1)C(=O)OCC(=O)Nc1ccc(Cl)cc1C(F)(F)F
11	9	98	3	99	-2	21	2	6	Cc1cc(O)ccc1NC1=CC(=O)CC(C)(C)C1
4	3	95	-2	91	-9	5	4	-2	CC(C)OCCCNC(=O)c1cccs1
1	-2	102	1	94	-6	26	8	2	Cc1cc(OCC(=O)Nc2ccc(N3CCN(C)CC3)cc2)ccc1Cl
11	-1	102	2	99	-4	19	3	3	CCNC(=O)c1c(O)c2cccc3c2n(c1=O)CC3
3	-1	101	3	99	3	11	2	3	CCS(=O)(=O)c1nc(S(=O)(=O)c2ccc(C)cc2)c(NCCCN2CCOCC2)s1
3	7	100	2	103	-6	30	3	-1	O=c1c2ccccc2nc(/C=C/c2ccc(Br)cc2)n1CCCO
-8	5	107	4	106	-3	-11	-2	3	O=C(Nc1ccccc1)C1=C[C@@H](c2coc3ccccc3c2=O)C[C@@H](OCCCCO)O1
-3	-7	106	2	107	-12	-8	2	0	CC(CN1CCOCC1)OC(=O)c1ccc(Br)cc1 (stereo not given)
5	3	96	-1	99	-12	-3	-5	2	COCCn1c(SCC(=O)c2c(N)n(C)c(=O)n(C)c2=O)nc2ccccc21
0	10	103	4	104	9	8	1	4	COc1cc(C2c3c(oc4ccccc4c3=O)C(=O)N2Cc2ccncc2)ccc1O (stereo not given)
5	-3	99	0	97	5	1	0	4	COc1cc(C(=O)Nc2ccc(C#N)cc2)c([N+](=O)[O-])cc1OC
16	-10	98	2	102	5	1	1	5	CCCc1nc(N2CCCC2)c(C#N)c2c1CCCC2
13	-5	95	-5	94	3	-10	4	-5	CCOC(=O)C1CCN(Cc2ccc(F)c(Br)c2)CC1
-10	-11	97	-1	97	-3	8	5	-2	CCN(CC)Cc1c(C(=O)N/N=C/c2cccc(OCc3ccc(F)cc3)c2)nnn1-c1nonc1N
-10	3	100	5	102	5	5	5	x	CCOC(=O)C1CCN(Cc2nc3ccccc3c(=O)n2-c2ccc(OCC)cc2)CC1
-3	2	99	-3	95	0	6	-1	0	N#CC1C(C#N)N2CCCN2C1c1ccc(Cl)cc1 (stereo not given)
-9	14	92	-2	99	-3	15	-7	7	CCC(=O)NC(Nc1sc2c(c1C(=O)OC)CCC2)C(Cl)(Cl)Cl (stereo not given)
0	-12	100	1	98	1	-7	6	-1	CCOc1ccc(S(=O)(=O)N(C)c2ccc(OCC(=O)N3CCOCC3)cc2)cc1
2	3	103	3	103	-2	-6	1	1	CCOc1cccc2c1OC1(C)CC2NC(=O)N1c1cccc(C(=O)NCc2ccccn2)c1 (stereo not given)
6	-1	96	-2	103	0	0	0	4	COc1ccc(S(=O)(=O)n2nc(OC(=O)c3cccs3)cc2NC(=O)c2cccs2)cc1
-4	3	101	-1	101	8	2	-1	-1	CC1CSC(N(C(=O)c2ccc(S(C)(=O)=O)cc2)c2ccc(Cl)cc2)=N1 (stereo not given)
-16	5	102	5	102	-1	7	2	4	CCCCNS(=O)(=O)c1ccc2nc(SCC(=O)Nc3sccc3C#N)[nH]c2c1
10	3	96	-5	97	-12	11	2	x	COc1ccc(/C(O)=C2/C(=O)C(=O)N(c3ccccn3)C2c2ccc(OC)cc2)cc1 (stereo not given)
3	-3	101	-2	97	-2	x	5	3	CCOC(=O)/C(=C/Nc1ccc(F)cc1)[N+](=O)[O-]
9	1	109	0	115	-6	0	3	-5	COC(=O)Cn1c(C)nc([N+](=O)[O-])c1Br
-23	-2	107	10	106	-3	17	2	5	COC(=O)c1ccc(OC(=O)CCN2c3ccccc3Sc3ccccc32)cc1
-3	4	102	-5	103	-18	6	1	x	O=C(COc1ccc(Cl)cc1Cl)N/N=C/c1ccccn1
6	4	107	5	100	-8	22	-1	-6	CC(=O)Nc1ccc(NC(=O)c2cc(=O)c3ccccc3o2)cc1
13	0	95	-3	100	-5	-8	5	5	CSc1nnc(-c2sccc2-n2cccc2)o1
13	9	102	3	97	3	8	-2	7	COCc1cc(C)nc2sc(C(=O)Nc3ccccc3C)c(N)c12
12	6	-4.0*	7	106	-11	8	-1	10	O=S(=O)(c1ccc(-c2csc(Nc3ccc(Br)cc3)n2)cc1)N1CCCC1
0	0	98	0	99	9	18	5	-2	Cc1nn(C(C)C(=O)Nc2ccccc2Cl)c(=O)c2nn(-c3ccccc3)c(C)c12 (stereo not given)
-2	-2	102	5	101	1	-4	7	3	Cc1cc(NC(=O)COC(=O)CCS(=O)(=O)c2cc(Cl)ccc2Cl)no1
-1	1	110	4	110	-4	-2	-4	1	O=C(NC1CCCCC1)C1CCN(S(=O)(=O)c2cccc3cccnc23)CC1
-1	1	103	-1	100	-7	-17	3	9	O=C(CNS(=O)(=O)c1ccccc1)Nc1cccc([N+](=O)[O-])c1
38	11	96	-7	95	5	7	-5	-2	CC(=O)NC1C(Oc2ccc3c(C)cc(=O)oc3c2)OC(COC(C)=O)C(OC(C)=O)C1OC(C)=O (stereo not given)
6	-9	101	4	99	-10	12	4	-4	CCC(C)(C)NC(=O)CN(Cc1ccc(F)cc1)C(=O)CCC(=O)Nc1ccccn1
-3	1	98	15	101	-4	28	2	4	O=C(CSc1ccc2ccccc2n1)Nc1nsc(-c2ccc(Cl)cc2)n1
8	1	78	-7	72	11	12	-1	2	CC(C)(C)NCc1ccccc1OCc1cccs1
20	1	101	7	99	-3	22	0	1	O=C(CSc1nc2ccccc2[nH]1)NCc1ccco1
10	-9	93	-2	90	2	22	-2	8	C(=N\N1CCN(Cc2ccccc2)CC1)/c1cccnc1
20	2	103	0	103	-1	22	3	9	COc1cccc(-c2nc(CS(=O)(=O)CC(=O)Nc3ccccc3Br)c(C)o2)c1
13	-1	103	1	100	-5	13	3	-2	COC(=O)c1ccc(C[n+]2ccccc2)cc1
-7	-1	96	3	102	-10	10	4	-3	Cc1cccc(S(=O)(=O)c2c(N)n(/N=C/c3cccnc3)c3nc4ccccc4nc23)c1
-2	2	100	0	102	-3	3	3	-1	O=C(c1ccc(C(F)(F)F)cc1)C1CCCN(C(=O)CN2C(=O)CSC2=O)C1 (stereo not given)
20	-2	100	2	103	-3	18	-4	-2	O=C(Nc1ccccc1)Nc1nnc(-c2ccccc2)s1
13	-10	100	2	101	-6	13	3	-4	COc1ccc(-c2nc(CS(=O)CC(=O)NC3CCC(C)CC3)c(C)o2)cc1OC (stereo not given)
10	5	108	0	106	-11	x	6	-5	Cc1cc(C)c2ccc(/C=N/O)nc2c1O
11	-2	97	0	98	4	14	-4	5	Cn1c(=O)c2c(nc(NCCNC(=O)c3ccco3)n2Cc2ccccc2F)n(C)c1=O

Record cards, as listed above. Values in the order: SUMO HTRF inh | M18AAP inhibitor | MEKK2 WT-MEK5 | MEKK2mut PB1 HTS | MEKK3 PB1 HTS | p-CIP stab down | NALP1 yeast inh | IDE cell activ | IDE cell inh
Entry for `Cc1cccc(S(=O)(=O)c2c(N)n(/N=C/c3cccnc3)c3nc4ccccc4nc23)c1` : -7 | -1 | 96 | 3 | 102 | -10 | 10 | 4 | -3
Entry for `C(=N\N1CCN(Cc2ccccc2)CC1)/c1cccnc1` : 10 | -9 | 93 | -2 | 90 | 2 | 22 | -2 | 8

Additional results.
SUMO HTRF inh	M18AAP inhibitor	MEKK2 WT-MEK5	MEKK2mut PB1 HTS	MEKK3 PB1 HTS	p-CIP stab down	NALP1 yeast inh	IDE cell activ	IDE cell inh	Molecule
3	6	94	-7	96	4	16	7	-4	CN1CCN(CCNC(=O)Cn2c(=O)c3cccn3c3ccc(F)cc32)CC1
12	-3	99	-1	104	-2	22	-4	11	COc1ccc(N2C(=O)CS/C2=N\C(=S)Nc2ccccc2)cc1
16	10	94	-9	88	2	20	2	3	c1coc(CNc2c3c(nc4ccccc24)CCC3)c1
-2	0	102	0	103	15	10	5	0	c1ccc(Nc2nc(-c3ccccc3)nc3ccccc23)cc1
-7	-11	84	-18	82	-10	-7	0	-2	CCCSc1nc2ccsc2c(=O)n1CC
19	-10	98	-5	98	-4	13	3	-1	COc1cc(/C=C/c2cccc[n+]2C)ccc1OCC(=O)Nc1ccccc1
4	0	90	-8	93	4	-3	0	-2	O=C(Nc1ccc(N2CCOCC2)cc1)C1CC(=O)N(c2ccc(F)cc2)C1 (stereo not given)
4	-2	105	1	102	-9	-3	2	3	C=CCN1C(=NC(=O)COc2ccccc2)SC2CS(=O)(=O)CC21 (stereo not given)
14	-11	107	6	104	1	25	-2	-2	O=C(NC1CCCCC1)C(c1ccccc1)N1CCC2(CC1)OCCO2 (stereo not given)
-11	1	93	-6	94	0	10	4	-1	COc1ccc(NC(=O)c2ccco2)cc1NC(=O)c1cccc(OC(C)C)c1
-16	0	94	-4	96	-10	-4	5	-8	CCC(=O)N1c2ccc(S(=O)(=O)NCCc3ccc(C)cc3)cc2CC1C (stereo not given)
17	-3	102	3	100	-12	15	-1	-2	Cc1ccc(NC(=O)CCNS(=O)(=O)c2ccc3[nH]c(=O)oc3c2)cc1
12	-4	85	-10	92	-16	1	6	10	CCn1nnnc1NC(=O)c1cc(OC)c(OC)c(OC)c1
20	-10	83	-12	97	-8	16	2	7	CCOc1ccc(NC(=O)c2cccc(OC(=S)N3CCOCC3)c2)cc1
4	49*	94	0	99	-4	24	2	5	COc1ccc(Nc2nc(N/N=C/c3ccc(N(C)C)cc3)nc(C)c2[N+](=O)[O-])cc1
12	3	107	11	110	-22	x	-4	-2	COc1ccc(/C=C/C(=O)Nc2ccc(NC(C)=O)cc2)cc1S(=O)(=O)N1CCOCC1

Reformatted field by field: 2 of the compounds above
CCOc1ccc(NC(=O)c2cccc(OC(=S)N3CCOCC3)c2)cc1
  SUMO HTRF inh = 20
  M18AAP inhibitor = -10
  MEKK2 WT-MEK5 = 83
  MEKK2mut PB1 HTS = -12
  MEKK3 PB1 HTS = 97
  p-CIP stab down = -8
  NALP1 yeast inh = 16
  IDE cell activ = 2
  IDE cell inh = 7

COc1ccc(Nc2nc(N/N=C/c3ccc(N(C)C)cc3)nc(C)c2[N+](=O)[O-])cc1
  SUMO HTRF inh = 4
  M18AAP inhibitor = 49*
  MEKK2 WT-MEK5 = 94
  MEKK2mut PB1 HTS = 0
  MEKK3 PB1 HTS = 99
  p-CIP stab down = -4
  NALP1 yeast inh = 24
  IDE cell activ = 2
  IDE cell inh = 5
